# Compound activity deposited in PubChem BioAssay by Sanford-Burnham Center for Chemical Genomics.
# GRIN3A LBD mod: binders of NR3A ligand-binding domain, primary screen, biophysical, differential scanning fluorimetry, uHTS; NR3A LBD differential scanning fluorimetry, Tm shift; 0% = protein alone, 100% = glycine-bound protein; Tm shift relative to glycine control, % at 25 µM; hit rate 2.5% among 340,000; AID 1259313, 2017;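 active = melting temperature shift of at least 10% of the positive control shift, at one fixed dose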
# Starred values were filed as active, the others as inactive; & = joins results of further samples. Not all compounds are listed; the hit share may differ from the screen's.
# Start of the data: the first 5 records, ahead of the listing:
SMILES,GRIN3A LBD mod
CC(OC(=O)c1c2c(nc3ccccc13)/C(=C\c1ccc3c(c1)OCO3)CCC2)C(=O)Nc1ccc(S(N)(=O)=O)cc1 (stereo not drawn),22*
O=[N+]([O-])c1ccc(NN=Cc2ccc(O)cc2O)nc1,27*
CCc1ccc(-c2nn(-c3ccccc3)cc2CSC(=N)N)cc1,0
Cc1cnc2cc(Cl)ccc2c1SCC(=O)O,4
CC(NC(=O)c1ccccc1)C(=O)OCC(=O)Nc1cccc(S(=O)(=O)N2CCCC2)c1 (stereo not drawn),-1

# Main list (from the top)
SMILES,GRIN3A LBD mod
CC(OC(=O)c1c2c(nc3ccccc13)/C(=C\c1ccc3c(c1)OCO3)CCC2)C(=O)Nc1ccc(S(N)(=O)=O)cc1 (stereo not drawn),22*
O=[N+]([O-])c1ccc(NN=Cc2ccc(O)cc2O)nc1,27*
CCc1ccc(-c2nn(-c3ccccc3)cc2CSC(=N)N)cc1,0
Cc1cnc2cc(Cl)ccc2c1SCC(=O)O,4
CC(NC(=O)c1ccccc1)C(=O)OCC(=O)Nc1cccc(S(=O)(=O)N2CCCC2)c1 (stereo not drawn),-1
CCOC(=O)N1CCN(C(=O)c2cccc(S(=O)(=O)Nc3ccc(F)cc3)c2)CC1,3
COc1cc(CNc2ccc(N3CCCC3)cc2)ccc1OCc1ccccc1F,-1
O=C(Nc1c[nH]c(=O)[nH]c1=O)OCc1ccccc1,0
CCOC(=O)c1cc2nc(OCC)nc(OCC)c2[nH]1,-1
CN(C(=O)c1ccc(NC(=O)Cc2ccc(NC(=O)C3CCN(S(=O)(=O)c4cccc([N+](=O)[O-])c4)CC3)cc2)cc1)C1CCCC1,10*
COc1ccc(-n2c(C)cc(/C=C3/SC(=S)N(C)C3=O)c2C)cc1,0
Nc1n[nH]c(CO)n1,6
CCc1nnc(N2CCN(c3ncnc4c3oc3ccccc34)CC2)s1,-3
O=C(/C=C/c1ccc([N+](=O)[O-])cc1)c1ccccc(=O)c1O,0
CC(C)C[C@@H](CO)NS(=O)(=O)c1cc(Cl)ccc1F,0
NC(=O)c1nnsc1-c1ccco1,-1
CC(=O)C1=C(O)C(CSCc2ccccc2)N(C)C1=O (stereo not drawn),0
O=C1c2ccccc2C(=O)N1CCCCNc1ccccc1,1
CCOc1ccc(CCN2C(=O)C(=O)N([C@@H](Cc3ccc(O)cc3)CN3CCC[C@@H]3CN3C(=O)C(=O)NC[C@@H]3Cc3ccccc3)C[C@@H]2Cc2ccccc2)cc1,-11
Cn1c(=O)c2[nH]c(CCNC(=O)c3ccccc3)nc2n(C)c1=O,1
COc1ccc(NC(=O)COC(=O)c2ccc(S(=O)(=O)N(C)c3ccccc3OC)cc2)cc1,-4
N#Cc1c2nc3ccccc3nc2n2cc(NC(=O)c3ccc(F)cc3)ccc12,-1
COC(=O)c1ccn(Cc2ccccc2Cl)n1,0
CC1OC1c1ccc(-c2ccc(C3OC3C)cc2)cc1 (stereo not drawn),-1
C[C@@H]1CCCCCCCCCCC1=O,-8
COc1ccc(S(=O)(=O)N2CCCCCC2)cc1NC(=O)CCc1cc(OC)c(OC)c(OC)c1,-1
Cc1noc(C)c1COc1ccccc1C(=O)NCCc1ccc(F)cc1,-2
CCN1C(=O)CC(SC2CC(=O)N(CC)C2=O)C1=O (stereo not drawn),1
Cn1ncc(=S)[nH]c1=S,0
COc1ccc(Cl)cc1S(=O)(=O)NC(C)C(=O)NCCN1CCOCC1 (stereo not drawn),-1
Cn1c(=O)c([N+](=O)[O-])c(Oc2ccccc2)c2ccccc21,1
O=C(NCCSc1ccccc1)c1ccccc1F,-2
COc1cc(C(C)=O)ccc1OCc1cn(CC(=O)c2ccc(O)cc2)nn1,2
COc1ccc(NC2CCCN(C(=O)CCN3CCOCC3)C2)cc1 (stereo not drawn),0
Cc1cccc(NS(=O)(=O)c2ccc(C)c(C(=O)NC3CCN(Cc4ccccc4)CC3)c2)c1,-3
Clc1nssc1=Nc1ccc(Br)cc1,8
CC(=O)C1=C(C)NC(SCc2ccc(C#N)cc2)=C(C#N)C1c1ccco1 (stereo not drawn),-1
Cc1c(Cl)cccc1Nc1n[nH]c(=S)s1,-18
CCOCCCNC(=S)NCCNc1nc2ccc(C)cc2cc1C#N,0
Cc1ccc(S(=O)(=O)N(C)c2ccc(OCC(=O)OCc3nnc(-c4ccccc4)o3)cc2)cc1,-5
O=c1[nH]c2cc(Cl)c(Cl)cc2o1,0
O=c1cc(CSc2nc(NCc3ccc(Cl)cc3)c3ccccc3n2)nc2ccc(Cl)cn12,0
Cc1ccc(S(=O)(=O)n2cc(CO)c3ccccc32)cc1,0
c1nc(NCCN2CCOCC2)c2sc3nc(N4CCOCC4)c4c(c3c2n1)CCC4,-2
O=C(CSCc1ccccc1)N/N=C/c1ccc(OCC(=O)N2CCCCC2)cc1,0
CCCC(=O)c1ccc(OCc2cn(CC(=O)c3ccc(O)cc3)nn2)cc1,-8
COc1ccc(C(=O)CSc2nnc(-c3ccco3)c(-c3ccco3)n2)cc1,-11
CN(CC(=O)Nc1ccc(OC(F)(F)F)cc1)C(=O)c1ccccc1SCC(=O)N1CCCC1,-1
O=C(O)c1ccccc1C(=O)Nc1ccc(-c2csc(-c3ccccc3)n2)cc1,-8
O=C(c1ccccc1)c1ccc(OCC(O)CNCc2cccc(Cl)c2)cc1 (stereo not drawn),-4
O=[N+]([O-])c1cccc(C=NN=C2c3ccccc3-c3ccccc32)c1,1
CCN(CC)CCOCCn1c(C)ccc1C,0
O=C1NC(=S)SC1=Cc1cc(Br)ccc1O,31*
S=C1SCCN1Cc1ccccc1,2
O=S(=O)(c1ccccc1)N(c1ccccc1)S(=O)(=O)c1ccccc1,11*
COc1ccc(-c2csc(C(C#N)=C(O)CSc3nccn3C)n2)cc1OC,-4
O=C1NC(=S)SC1=Cc1ccc2c(c1)OCO2,-12
COC(=O)c1cccc(NS(=O)(=O)c2cccs2)c1C,1
COC(=O)C1CC(O)C(O)C(O)C1 (stereo not drawn),-2
CCc1nc(N2CCN(C(=O)c3ccco3)CC2)c2oc3ccccc3c2n1,-1

# New compounds follow
SMILES,GRIN3A LBD mod
O=C1CC(c2ccccc2)Oc2ccccc21 (stereo not drawn),-2
CC1Cc2cc(/C(O)=C3/C(=O)C(=O)N(CCCn4ccnc4)C3c3ccc([N+](=O)[O-])cc3)ccc2O1 (stereo not drawn),1
O=C(Nc1cccc(C(=O)NC2CC2)c1)c1ccccc1,-1
O=c1c(/C=N/Nc2ccccc2)c(Sc2nnnn2-c2ccccc2)nc2ccccn12,16*
CN1CCCN(S(=O)(=O)c2ccc(Cl)c(Cl)c2)CC1,0
CCC(CC)CN1CCC(CN2CCNC(=O)C2=O)CC1,1
CC(C)(CCc1ccccn1)C(=O)C(CCc1ccccn1)CCc1ccccn1,0
CC1CC(C(O)c2ccccn2)C(=O)C(C(O)c2ccccn2)C1 (stereo not drawn),-1
CCOc1ccc(OCCC(=O)OCC(=O)Nc2cc(S(=O)(=O)N3CCOCC3)ccc2OC)cc1,1
C#CCSc1nc2ccccc2n1C(=O)c1ccc(S(=O)(=O)N2CCCCC2)cc1,0
OCC1(CCc2ccccc2)CCN(Cc2ccc(OC(F)F)cc2)CC1,0
COc1ccc(CC(=O)Nc2ccc(C(=O)Nc3nccs3)cc2)cc1OC,-10
CCN(C(=O)COC(=O)/C(=C/c1ccccc1)NC(C)=O)c1c(N)n(Cc2ccccc2)c(=O)[nH]c1=O,-1
CCC1([N+](=O)[O-])COC(c2ccc(C(C)C)cc2)OC1 (stereo not drawn),0
Cc1cc(CSc2ccc(Cl)cc2)ccc1N,3
CCOC(=O)C1=C(Nc2ccccc2)CC(C)(O)C(C(=O)OCC)C1c1ccc(Cl)cc1 (stereo not drawn),0&0
O=C(c1cc2nc(-c3ccccc3)cc(C(F)(F)F)n2n1)N1CCCC1,-1
CCOc1ccc(NC(=O)CN2CCN(CC(=O)c3ccc(OCC)cc3)CC2)cc1,-2
COc1cc(C=CC(=O)c2cc(OC)c(OC)c(OC)c2)cc(OC)c1OC,0
CCC(=O)Nc1c(C#N)c2nc3ccccc3nc2n1-c1ccc(C)cc1,2
O=C(CC(=O)c1cccnc1)c1ccccc1,2
O=S(=O)(Nc1ccc(Br)cc1)c1cccc(NS(=O)(=O)c2cccs2)c1,6
CCOC(=O)C1CCN(c2c(N3CCN(c4ccccc4OC)CC3)c(=O)c2=O)CC1,-1
COc1ccc(C(CNC(=O)c2cc(S(=O)(=O)Nc3cccc(C)c3)ccc2C)N2CCOCC2)cc1 (stereo not drawn),-1
CCc1nc2oc3ccccc3c(=O)c2cc1C(=O)OC,1
CCOc1ncnc2c1sc1nc3c(cc12)COC(C)(C)C3,-3
COc1ccccc1NS(=O)(=O)c1cc(C(=O)NCCCN2CCCC2=O)ccc1C,0
O=C(OCC(=O)N1CCN(c2ccccc2)CC1)c1ccco1,-3
COC(=O)c1cccc(Cn2c(Cl)c(/C=N/Nc3ccccc3C)sc2=O)c1,-10
Cc1cc(C)c(Nc2cc(S(=O)(=O)O)c(N)c3c2C(=O)c2ccccc2C3=O)c(C)c1,547*

# Exported tab-delimited: entries from further up
compound	GRIN3A LBD mod
COc1cc(C=CC(=O)c2cc(OC)c(OC)c(OC)c2)cc(OC)c1OC	0
CCC(=O)Nc1c(C#N)c2nc3ccccc3nc2n1-c1ccc(C)cc1	2

# Further structures:
SMILES,GRIN3A LBD mod
CN(C(=O)c1cccc(NC(=O)Cc2ccc(NC(=O)C3CCN(C(=O)C4CC4)CC3)cc2)c1)C1CCCCC1,-1
Cc1ccc(C)c(S(=O)(=O)Nc2cc(SCC(=O)O)c(O)c3ccccc23)c1,-11
CCCCCC(=O)Nc1cc(S(=O)(=O)N2CCCCC2)ccc1N1CCCCC1,-1
COc1cccc(-n2c(SCC(=O)Nc3ccc4c(c3)CCC4)nc3ccccc3c2=O)c1,1
O=S1(=O)N=C(N(CCO)/N=C/C=C/c2ccccc2)c2ccccc21,-6
CCCCc1ccc(/C=C2/C(=O)ON=C2c2ccccc2)s1,-5
CN(Cc1ccccc1)c1ncnc2[nH]ncc12,-2
O=S(=O)(Oc1ccccc1-c1ccccc1)c1ccccc1,1
Cc1cccc(Cc2cccc(C)c2O)c1O,-3
COC(=O)CC(=O)O[C@H]1C=C[C@@H](NC(=O)OC(C)(C)C)C1,1
C=C(CCC(=O)c1ccccc1)C(=O)c1ccccc1,0
O=C1CCCCC1CCc1ccncc1 (stereo not drawn),2
CCN(CC)S(=O)(=O)c1cc([N+](=O)[O-])ccc1N=Nc1c(O)[nH]c2ccccc12,18*
Fc1ccc2nc(Nc3nc4c(F)cc(F)cc4s3)sc2c1,34*
O=C(Nc1ccccc1)OCCN1CCOCC1,0
COc1ccc(Cl)cc1C=CC=NNC(=O)c1ccncc1,3
COc1cccc(C(=O)CSc2nnc(CNS(=O)(=O)c3ccc(C)cc3)n2C)c1,-1
CC(=O)NC(CCC(=O)O)C(=O)O (stereo not drawn),5
CCCCCCCCCC[n+]1cccc2c3ccccc3ccc21,-19
CCCCN(C)S(=O)(=O)c1cc2c(cc1Br)CCN2C(=O)C1CC1,-1
Nc1nc(SCc2ccccc2)c2ncn(C3OC(CO)C(O)C3O)c2n1 (stereo not drawn),-4
Cc1c(N=Nc2c(-c3ccc([N+](=O)[O-])cc3)[nH]n(C(N)=S)c2=O)cccc1[N+](=O)[O-],25*
C[C@@H]1NS(=O)(=O)c2cc(Cl)ccc2O[C@@H]1c1ccccc1,-8
CCOC(=O)C1=C(COC(=O)c2ccc(Cl)nc2)NC(=O)NC1C (stereo not drawn),-1
O=C(Nc1cccc(Cl)c1)OCCOc1ccccc1,15*
CCOc1ccccc1C(=O)N(C)CC(=O)Nc1ccc(OC)cc1,-1
CCCCn1c(N)c(N(Cc2ccccc2OC)C(=O)CSCC(=O)Nc2ccc(C)cc2)c(=O)[nH]c1=O,0
CCOC(=O)c1sc(=S)[nH]c1C,2
COCC(=O)N(C)[C@H]1C[C@H]2c3cc(N4CCN(C)CC4)ccc3CCN2C(=O)[C@H]1[C@H](C)O,-1
COC(=O)/C=C\C(C#N)(C#N)N=Cc1ccc(OC)cc1,0
COc1ccc(C(=O)CC(=O)C(=O)Nc2ccc(C)c(Cl)c2)cc1,-3
CN(Cc1cccc(F)c1)C(=O)C(c1ccccc1)c1ccccc1,-1
CCN1CCN(c2ccc(S(=O)(=O)N3CCCCC3)cc2NC(=O)/C=C/c2ccc(Cl)cc2)CC1,-8
O=c1[nH]c(=S)c2[nH]c(=S)n(-c3ccccc3)c2[nH]1,-1
O=C(O)c1cc(O)ccc1O,0
O=c1c2ccccc2nc(/C=C/c2cccnc2)n1Cc1ccccc1,-29
O=C1NC2(c3ccccc3)NC(=O)NC2(c2ccccc2)N1 (stereo not drawn),-10
COc1ccc(S(=O)(=O)N2CCOCC2)cc1NC(=O)COC(=O)CCS(=O)(=O)c1ccc(C)cc1,0
OCC1OC(n2cnc3c(NCc4ccco4)ncnc32)C(O)C1O (stereo not drawn),0
Nc1ccc2c3c(cccc13)-c1ccccc1-2,4
CCCCN(C(=O)c1ccc(S(=O)(=O)N(C)c2ccccc2)cc1)c1c(N)n(CCC)c(=O)[nH]c1=O,-1
CCOc1ccc2c(c1)c1nc3ccccc3nc1n2C,1
COc1ccc(Br)cc1/C=C/C(=O)c1ccc(NC(C)=O)cc1,-3
CC(=O)N[C@@H](C)C(=O)OC(C)C(=O)Nc1cccc([N+](=O)[O-])c1 (stereo partly drawn),4
CC1=Nc2cccc([N+](=O)[O-])c2NC(=O)C1,-1
CC(=NNC(=S)N1CCN(C2CCCCCC2)CC1)c1ccccn1,-4

# Entries shown so far that contain a thiophene ring, fused or not:
SMILES,GRIN3A LBD mod
c1nc(NCCN2CCOCC2)c2sc3nc(N4CCOCC4)c4c(c3c2n1)CCC4,-2
COC(=O)c1cccc(NS(=O)(=O)c2cccs2)c1C,1
O=S(=O)(Nc1ccc(Br)cc1)c1cccc(NS(=O)(=O)c2cccs2)c1,6
CCOc1ncnc2c1sc1nc3c(cc12)COC(C)(C)C3,-3
CCCCc1ccc(/C=C2/C(=O)ON=C2c2ccccc2)s1,-5
